# Compound activity deposited in PubChem BioAssay by National Center for Advancing Translational Sciences (NCATS).
# AmpC no deterg – blocks E. coli AmpC beta-lactamase in detergent-free assay. 330,000 compounds, 0.52% hits. AmpC nitrocefin hydrolysis, absorbance 480 nm, 0.0001% Triton. P00811. Potency, µM (highest dose often 57.1 µM), without a hit: at the top dose activity change, negative = inhibition, actives largely listed as inhibitors;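 note: potency is the fitted concentration of half-maximal effect; plate controls were no compound for no effect and no enzyme for full effect; nearly all actives have a fitted effect of over 20% in size; some results filed as inactive show a strong effect at the top dose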
# Target sequence (P00811 whole entry, looked up): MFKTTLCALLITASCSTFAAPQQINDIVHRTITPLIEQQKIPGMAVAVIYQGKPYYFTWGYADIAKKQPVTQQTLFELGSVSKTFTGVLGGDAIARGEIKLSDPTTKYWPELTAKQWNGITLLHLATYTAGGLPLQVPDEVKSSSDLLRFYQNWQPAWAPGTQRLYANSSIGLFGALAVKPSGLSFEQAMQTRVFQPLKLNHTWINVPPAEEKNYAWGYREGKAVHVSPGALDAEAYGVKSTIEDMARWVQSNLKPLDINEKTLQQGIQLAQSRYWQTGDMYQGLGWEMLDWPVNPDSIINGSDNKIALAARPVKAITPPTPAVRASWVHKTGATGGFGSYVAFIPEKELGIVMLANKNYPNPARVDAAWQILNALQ
#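 AmpC (5.3 nM in the dispensed reagent) in 20 mM phosphate pH 7.0 with 0.01% (detergent screen) or 0.0001% Triton X-100 was preincubated with compounds for 15 min at room temperature. Nitrocefin was then added from an 800 uM solution, and hydrolysis was followed at 480 nm.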
# Cycloheximide cs – affects cycloheximide protein synthesis inhibition readout, counter-screen. max response, %. AID 2314. cell reporter, cycloheximide protein synthesis inhibition counterscreen. 300,000 compounds, 12% hits; in the data active = max response mostly above about 13%, no sharp cut-off; inactive = mostly below about 14%; note: read at 38.3 µM for the half of the compounds with a filed dose; 0% is about no effect
# Giardia FBPA inh – blocks Giardia fructose-bisphosphate aldolase activity; Potency, µM (highest dose often 59.6 µM), for inactives: at the top dose activity, negative = inhibition, hits mostly inhibitors; purified Giardia FBPA; 290,000 compounds, 0.71% hits; A8B2U2; note: potency is the fitted concentration of half-maximal effect; % is set by controls: 0 for no effect and ±100 for the full control effect; nearly all actives have a fitted effect of over 55% in size
# Target sequence (A8B2U2 whole entry, looked up): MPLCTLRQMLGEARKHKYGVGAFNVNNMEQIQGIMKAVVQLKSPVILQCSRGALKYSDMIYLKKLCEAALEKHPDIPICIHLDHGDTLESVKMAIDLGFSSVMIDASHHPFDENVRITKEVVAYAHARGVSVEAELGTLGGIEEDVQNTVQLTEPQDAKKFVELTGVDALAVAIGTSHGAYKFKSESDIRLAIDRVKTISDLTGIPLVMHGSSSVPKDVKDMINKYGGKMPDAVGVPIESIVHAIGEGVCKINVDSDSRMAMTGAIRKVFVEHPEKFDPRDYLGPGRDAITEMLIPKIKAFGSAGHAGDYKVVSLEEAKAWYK
#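 40 nM FBPA preincubated 10 min at RT with compound (up to 57.5 uM final), then substrate plus GAPDH/TPI/NAD/arsenate coupling and diaphorase/resazurin added. Fluorescence read after 20 min at RT, 525/598 nm.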
# AMA1 RON2 block – AMA1-RON2 (P. falciparum) interaction inhibition | AlphaScreen AMA1-biotinylated RON2 peptide binding | Potency, µM (highest dose often 58.2 µM), for inactives: at the highest dose activity change, negative = inhibition, most hits filed as inhibitors | AID 720542 | 360,000 compounds, 0.2% hits;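 note: potency is the fitted concentration of half-maximal effect; 0% = vehicle wells and -100% = peptide control; nearly all actives have a fitted effect of over 45% in size; some results filed as inactive show a strong effect at the top dose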
#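 AMA1 (3D7) with his tag at 25 nM final met compounds first, then biotinylated RON2 peptide at 25 nM; detection used donor plus acceptor beads, 10 µg/mL apiece, read by AlphaScreen after 30 min at room temperature.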
# Shiga toxin inh – inhibitors of Shiga toxin in Vero cells. AID 2315. 290,000 compounds, 9.2% hits. inhibition, % at 38.7 µM. Vero cells, Shiga toxin protein synthesis inhibition reporter; in the data active = inhibition mostly above about 28%, no sharp cut-off; inactive = mostly below about 43%; note: 0% is about no effect
# HCMV antiviral – blocks human cytomegalovirus replication. HFF cells, HCMV-luciferase reporter, 72 h; stronger effect = lower value. activity change, negative = inhibition, % at 57.5 µM. 410,000 compounds, 4.5% hits; in the data active = activity change below about -60%; inconclusive = no clear call, values can overlap the other calls; inactive = above about -39%; note: % is set by controls: 0 for no effect and ±100 for the full control effect
#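 Two compound doses tested in HFFs infected with HCMV-luciferase, MOI 1 PFU/cell, 72 h at 37C. Lysate luminescence read with OneGlo; data normalized against buffer-only and 10uM Salinomycin inhibitor controls.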
# AmpC detergent – inhibitors of E. coli AmpC beta-lactamase with detergent; P00811; AmpC hydrolysis of nitrocefin, absorbance 480 nm, 0.01% Triton; Potency, µM (highest dose often 114 µM), for inactives: top-dose activity change, negative = inhibition, hits mostly inhibitors; 370,000 compounds, 0.041% hits; AID 485294;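 note: potency is the fitted concentration of half-maximal effect; 0% = no-compound wells and -100% = no-enzyme wells; nearly all actives have a fitted effect of over 25% in size; some results filed as inactive show a strong effect at the top dose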
#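 20 mM phosphate pH 7.0 + 0.01% (detergent screen) or 0.0001% Triton X-100; 5.3 nM AmpC reagent; cpd preinc 15 min RT; nitrocefin (800 uM stock) to start; A480 q20 s × 4 min; Activity was normalised to no-enzyme and no-compound control wells.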
# The depositor's hits bear a star; ? = inconclusive; nt = not tested or not shown; & = joins results of further samples; [ ] = remark or other dose. Unless noted, calls come from the whole dose curve; as a rule, active = well fitted curve in the direction sought with a large enough effect; inconclusive = small, poorly fitted or top-dose-only effect, or another doubt; inactive = no such curve, though single readings can be large; an effect the other way counts as inactive or inconclusive.
item	molecule	AmpC no deterg	Cycloheximide cs	Giardia FBPA inh	AMA1 RON2 block
1	CCOC(=O)c1c(NC(=O)COC(=O)Cn2cnc3ccccc32)sc2c1CCC(C)C2 (stereo not given)	84%[activator]	-2	-5%	-19%
2	O=C(NC1CCCC1)c1ccc(Br)s1	-2%	20*	-13%	9%
3	CCCCCCCCn1ccc(=N)cc1	-2%	1	6%	-16%
4	O=C(NCc1ccco1)C1CCCN(S(=O)(=O)c2cccc3nsnc23)C1 (stereo not given)	-12%	9	1%	44%[activator]
5	NNC(=O)c1cc(Br)cs1	-28%	26	4%	7%
6	COc1ccc(-c2nnn(CC(=O)NC3CCCc4ccccc43)n2)cc1OC (stereo not given)	-33%	-4	3%	-2%
7	CNc1ccc(/C=C2\CSc3ccccc3C2=O)cc1[N+](=O)[O-]	-12%	2	0%	?
8	Cn1c(-c2csc(-c3ccccc3)n2)n[nH]c1=S	-29%	16*	12%	44%[activator]
9	COC(=O)Nc1nnc(CC(=O)Nc2ccccc2C)s1	-16%	-2	0%	-25%
10	CC(=O)Oc1ccccc1/C=C/c1nc2ccccc2c(=O)o1	-19%	4	8%	5%

item	Shiga toxin inh	HCMV antiviral	AmpC detergent
1	-6	21	-5%
2	31	43	4%
3	-13	?	1%
4	-8	8	1%
5	33*	19	?
6	14	-29	-11%
7	-3	-38	-7%
8	25	9	-6%
9	-4	-5	0%
10	-6	-10	-4%

# Going on with the list.
item	molecule	AmpC no deterg	Cycloheximide cs	Giardia FBPA inh	AMA1 RON2 block
11	COc1ccccc1NC(=O)c1ccc(S(=O)(=O)N2CCC(C)CC2)cc1	-22%	8	2%	35%[activator]
12	COc1ccc(C(=O)COC(=O)Cn2nnc3ccccc32)cc1Br	-16%	5	8%	-8%
13	Cc1nnc(N2CCOCC2)c2nn(-c3cccc(Cl)c3)c(C)c12	-13%	-6	2%	-9%
14	CCOC(=O)N1CCN(c2c(F)cc3[nH]c(=S)[nH]c3c2Br)CC1	28µM*	-1	6%	21%
15	COC(=O)c1c(-c2ccc(C(C)(C)C)cc2)csc1NC(=O)C1C2CCC(O2)C1C(=O)O (stereo not given)	-25%	-2	-5%	6%
16	COc1cccc(C2c3[nH]c4ccccc4c3C[C@H]3C(=O)N(c4ccccc4C(=O)N4CCC(C(=O)O)CC4)C(=O)N23)c1 (stereo not given in full)	26%	2	21%	-10%
17	CC(C)(C)P(=O)(N1CCOCC1)N1CCOCC1	-2%	4	3%	-5%
18	O=C(O)c1cccc(N/N=C/c2cccc3ccccc23)c1	-1%	74*	3%	-6%
19	Cc1ccc(NC(=O)CSc2nnc(C)c(=O)n2N)cc1Cl	-1%	2	nt	17%
20	O=C(Oc1cc2oc(=O)cc(-c3ccccc3)c2cc1Cl)C1CCCCC1	-26%	-5	13%	13%

item	Shiga toxin inh	HCMV antiviral	AmpC detergent
11	5	-23	-7%
12	-14	18	?
13	2	?	-10%
14	-16	-12	-1%
15	-5	?	-2%
16	-9	27	-13%
17	-6	96	-6%
18	165*	134	-12%
19	-25	1	1%
20	-16	-32	3%

# Six structures already listed, sorted by length of the SMILES, largest number first:
item	molecule	AmpC no deterg	Cycloheximide cs	Giardia FBPA inh	AMA1 RON2 block
16	COc1cccc(C2c3[nH]c4ccccc4c3C[C@H]3C(=O)N(c4ccccc4C(=O)N4CCC(C(=O)O)CC4)C(=O)N23)c1 (stereo not given in full)	26%	2	21%	-10%
15	COC(=O)c1c(-c2ccc(C(C)(C)C)cc2)csc1NC(=O)C1C2CCC(O2)C1C(=O)O (stereo not given)	-25%	-2	-5%	6%
11	COc1ccccc1NC(=O)c1ccc(S(=O)(=O)N2CCC(C)CC2)cc1	-22%	8	2%	35%[activator]
20	O=C(Oc1cc2oc(=O)cc(-c3ccccc3)c2cc1Cl)C1CCCCC1	-26%	-5	13%	13%
13	Cc1nnc(N2CCOCC2)c2nn(-c3cccc(Cl)c3)c(C)c12	-13%	-6	2%	-9%
19	Cc1ccc(NC(=O)CSc2nnc(C)c(=O)n2N)cc1Cl	-1%	2	nt	17%

item	Shiga toxin inh	HCMV antiviral	AmpC detergent
16	-9	27	-13%
15	-5	?	-2%
11	5	-23	-7%
20	-16	-32	3%
13	2	?	-10%
19	-25	1	1%

# (listing goes on)
item	molecule	AmpC no deterg	Cycloheximide cs	Giardia FBPA inh	AMA1 RON2 block
21	CC1Oc2ccccc2N(CC(=O)NC2CC2)C1=O (stereo not given)	-16%	5	3%	19%
22	O=C(O)Cc1ccc(C(=O)c2cccs2)s1	-40%	16	3%	2%
23	CSc1ccc(CN(C)C(=O)C(c2ccccc2)c2ccccc2)cc1	-14%	-1	7%	0%
24	O=C(OCC(=O)C12CC3CC(CC(C3)C1)C2)c1cccnc1Cl	-18%	20*	3%	-3%
25	CN1CSC(=S)N(C)C1	nt	0	-27%	61%[activator]
26	Cc1cc(Cl)ccc1OCCCC(=O)Nc1ccc(S(=O)(=O)Nc2ncccn2)cc1	-53%	-3	9%	-12%
27	O=C1CC(NNc2ccccc2)C(=O)N1c1ccc(N2CCCCC2)cc1 (stereo not given)	-53%	10	-7%	?
28	CCCCN1C(=O)C(O)(CC(=O)c2c(C)coc2C)c2ccccc21 (stereo not given)	29%	1	1%	-8%
29	CSc1nc2ccc(Br)cc2[nH]1	-7%	10	-6%	-11%
30	c1ccc2[nH]c(-c3ccncc3)nc2c1	-6%&-12%	19*	0%&1%	3%

item	Shiga toxin inh	HCMV antiviral	AmpC detergent
21	-11	-5	6%
22	27	-34	9%
23	-2	-33	-6%
24	29	-34	?
25	1	-32	0%
26	5	-4	-11%
27	6	-25	8%
28	-8	-23	2%
29	18	-40	-4%
30	68*	30	-4%&0%

# Further structures follow:
item	molecule	AmpC no deterg	Cycloheximide cs	Giardia FBPA inh	AMA1 RON2 block
31	COc1ccc(C2/C(=C(\O)c3ccc4c(c3)OCCO4)C(=O)C(=O)N2CCCn2ccnc2)cc1 (stereo not given)	-5%	18	nt	4%
32	COc1ccccc1NC(=O)CCSc1nnc(-c2ccc(O)cc2)o1	-45%	7	1%	9%
33	Cc1ccc(CC(=O)Nc2nc3c(s2)CCCC3)cc1	-31%	26	-1%	-15%
34	O=C(O)c1cccc(-c2ccc3c(c2)OCO3)c1	-30%	10	11%	7%
35	CCn1cc(C(=O)NCC2CCCO2)c(=O)c2cc(S(=O)(=O)N3CCCCC3)ccc21 (stereo not given)	147%[activator]	-2	16%	-16%
36	Cc1ccc(-n2nc3c(=O)n(CC(=O)NCc4ccc(C)o4)nc(C)c3c2C)cc1	1%	-5	-2%	-9%
37	CCOC(=O)/C(=N\Nc1ccccc1)S(=O)(=O)c1ccccc1	0%	22	1%	-19%
38	CCCCSc1nnc(-c2ccc(NC(=O)CC)cc2)n1C	-17%	-4	-4%	4%
39	COc1ccc(S(=O)(=O)N2CCCCC2)cc1NC(=O)c1ccc(CS(C)(=O)=O)cc1	60%	nt	nt	38%[activator]
40	Cc1ccc(C(=O)Nc2ccc(OCc3ccccc3)cc2)s1	-11%	18*	1%	5%

item	Shiga toxin inh	HCMV antiviral	AmpC detergent
31	28	-13	-2%
32	1	42	-4%
33	46	-73*	-2%
34	3	-20	1%
35	26	30	1%
36	-13	-17	1%
37	25	26	-6%
38	-11	-26	-12%
39	nt	9	-5%
40	97	4	-9%

# The listing continues.
item	molecule	AmpC no deterg	Cycloheximide cs	Giardia FBPA inh	AMA1 RON2 block
41	CCOc1cc(C(=S)N2CCCC2)ccc1OC(=O)Cc1ccc(F)cc1	9%	1	-8%	0%
42	Nc1c(C(=O)Nc2nccs2)sc2nc(-c3cccs3)cc(C(F)(F)F)c12	8%	3	3%	-10%
43	CCC(=O)Nc1ccc(NC(=S)NC(=O)/C=C/c2ccco2)cc1	-40%	-3	-5%	85%[activator]
44	Cc1ccc(NC(NC(=O)c2cccs2)C(Cl)(Cl)Cl)cc1 (stereo not given)	-36%	2	-4%	-10%
45	CCC(C)(C)NC(=O)C(c1ccccc1)N(C(=O)c1csnn1)C1CC1 (stereo not given)	5%	0	11%	-11%
46	COc1ccc([C@@H]2[C@@H]3C(=O)N(C(C)(C)C)C(=O)[C@@H]3[C@]3(C)C(=O)N(c4ccc(C(F)(F)F)cc4)C(=O)N23)cc1	101%[activator]	21*	-13%	-4%
47	Cc1cnc(NC(=O)CC(C)c2ccccc2)s1 (stereo not given)	-25%	28*	6%	-6%
48	COc1cc(/C=C2\C(=O)NC(=O)N(c3ccccc3)C2=O)cc(OC)c1OC	-22%	1	-8%	-6%
49	COc1ccc(-c2nc(CS(=O)(=O)CC(=O)NCc3ccccc3OC)c(C)o2)cc1	35%	1	-15%	-2%
50	CN(C)c1ccc(/C=C2\CCC/C(=C\c3ccccc3)C2=O)cc1	-18%	16	-7%	-23%

item	Shiga toxin inh	HCMV antiviral	AmpC detergent
41	-8	9	-1%
42	-3	12	3%
43	nt	77	-23%
44	-5	-8	-10%
45	38	62	-4%
46	24*	-12	?
47	60*	-68*	-4%
48	36	13	-1%
49	-1	-16	?
50	22	33	?

# The list goes on:
item	molecule	AmpC no deterg	Cycloheximide cs	Giardia FBPA inh	AMA1 RON2 block
51	O=C(Nc1c(F)cccc1F)c1ccc(-n2cncn2)nc1	-15%	-4	3%	0%
52	O=C(CNC(=O)c1ccccc1)NCc1nc2ccccc2[nH]1	-11%	nt	nt	1%
53	CCN(CC)CCCNC(=O)Cn1cnc2sc(C)c(S(=O)(=O)N3CCN(c4ncccn4)CC3)c2c1=O	2%	-2	0%	21%
54	Cn1cnnc1SCC(=O)Nc1ccc(Oc2ccccc2)cc1	68%	21	nt	-1%
55	COc1ccc2nc(NC(=O)c3ccccc3F)sc2c1	-24%	27*	4%	16%
56	CCCCn1c(N)c(N(CCOC)C(=O)CCNC(=O)c2ccc(Br)cc2)c(=O)[nH]c1=O	-13%	nt	nt	-6%
57	COc1ccccc1CCC(=O)Nc1ccc(OC)c(S(=O)(=O)N2CCCCC2)c1	-12%	nt	nt	-8%
58	C=C(c1ccccc1)c1ccccc1N	-19%	nt	nt	-7%
59	CC(=O)Nc1nonc1-c1nc2ccccc2n1C	-14%	-3	-5%	-3%
60	O=C1CNC(=O)/C(=C\c2ccccc2)N1	-7%	-1	-5%	1%
61	CCCC(C)NC(=O)COC(=O)c1ccc2c(c1)C(=O)N(Cc1ccco1)C2=O (stereo not given)	-9%	-4	11%	-11%
62	O=C(NC(=S)Nc1cc(S(=O)(=O)N2CCOCC2)ccc1O)c1ccco1	-27%	9	-12%	49%[activator]
63	Cc1nc(C)c(-c2csc(Nc3ccc(O)c(C(=O)O)c3)n2)s1	-22%	-1	-29%	-6%

item	Shiga toxin inh	HCMV antiviral	AmpC detergent
51	-4	-38	1%
52	nt	7	-11%
53	-11	-32	0%
54	13	-13	-2%
55	56*	36	-5%
56	nt	-20	-15%
57	nt	-9	-1%
58	nt	-16	-10%
59	4	43	0%
60	-3	-28	0%
61	-3	-9	-2%
62	-14	-32	0%
63	9	-6	2%
